TEAD-YAP block: TEAD-YAP interaction inhibition; HEK-TIYL cells, TEAD-Gal4/YAP UAS-luciferase luminescence; inhibition, % at 9.12 µM; actives 1.4% (n = 640,000); AID 1259422; in the data active means inhibition above about 32%;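 further: 0% = median of test compound wells and 100% = reference inhibitor wells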
MITF primary: inhibitors of human MITF; AlphaScreen MITF homodimerization, bead proximity signal; inhibition, % at 2.6 µM; actives 0.91% (n = 650,000); in the data active means inhibition above about 50%;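 further: 0% = vehicle wells with protein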
Target sequence (O75030 whole entry, looked up): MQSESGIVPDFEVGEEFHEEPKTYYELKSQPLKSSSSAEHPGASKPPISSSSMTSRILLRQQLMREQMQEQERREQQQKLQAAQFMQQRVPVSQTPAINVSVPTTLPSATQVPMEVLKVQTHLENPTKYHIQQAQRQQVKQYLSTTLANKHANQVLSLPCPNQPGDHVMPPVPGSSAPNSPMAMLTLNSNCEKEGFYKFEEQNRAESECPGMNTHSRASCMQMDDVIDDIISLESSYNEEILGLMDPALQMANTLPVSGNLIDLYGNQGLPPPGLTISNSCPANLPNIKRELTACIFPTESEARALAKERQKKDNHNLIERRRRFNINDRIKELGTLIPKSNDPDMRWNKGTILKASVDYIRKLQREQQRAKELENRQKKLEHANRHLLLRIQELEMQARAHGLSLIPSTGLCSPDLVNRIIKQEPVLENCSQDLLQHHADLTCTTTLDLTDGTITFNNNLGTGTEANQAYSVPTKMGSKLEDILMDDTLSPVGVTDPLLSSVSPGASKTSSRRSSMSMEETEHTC
GPR151 activ: activators of human GPR151 | PathHunter beta-arrestin GPR151 cells, luminescence | actives 1% (n = 650,000) | Q8TDV0 | AID 1508602 | activation, % at 11.2 µM; in the data active means activation above about 4.9%;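 further: 0% = median of compound wells and 100% = cells with positive control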
Target sequence (Q8TDV0 whole entry, looked up): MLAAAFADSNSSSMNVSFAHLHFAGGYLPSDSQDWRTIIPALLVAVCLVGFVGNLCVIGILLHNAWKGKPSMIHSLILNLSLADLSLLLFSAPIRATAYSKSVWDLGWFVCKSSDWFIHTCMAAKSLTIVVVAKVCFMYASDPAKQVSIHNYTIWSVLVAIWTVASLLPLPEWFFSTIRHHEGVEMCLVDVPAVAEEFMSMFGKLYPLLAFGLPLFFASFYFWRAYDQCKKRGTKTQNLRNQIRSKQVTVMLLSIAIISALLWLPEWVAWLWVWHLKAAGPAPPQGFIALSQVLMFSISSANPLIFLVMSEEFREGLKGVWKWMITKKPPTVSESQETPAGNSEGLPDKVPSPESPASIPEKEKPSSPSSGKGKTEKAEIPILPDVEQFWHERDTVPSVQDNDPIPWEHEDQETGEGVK
FBW7 act: activators of human E3 ligase FBW7; normalized activity (activation), % at 26.1 µM; Q969H0; AlphaScreen FBW7–phospho-cyclin E peptide binding, activator screen; actives 0.13% (n = 650,000); in the data active means normalized activity above about 1.9%;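 further: purified mutant Fbw7 with reduced substrate affinity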
Active calls of the source: *. The order is random, and some 3.4% of all compounds hit somewhere here.

The line under a structure holds: TEAD-YAP block | MITF primary | GPR151 activ | FBW7 act
> O=C(Nc1cccc(Cl)c1)c1cccc2nc3ccccc3nc12
    -4 | 15 | -0.6 | 0.8
> CCc1cccc(CC)c1NC(=O)CSc1nc2ccc(NC(=O)c3ccc(C)cc3)cc2s1
    -19 | 21 | 1.0 | 0.4
> O=C1C2CC=C(Cl)CC2C(=O)N1CCN1CCN(CCN2C(=O)C3CC=C(Cl)CC3C2=O)CC1 (stereo not drawn)
    -4 | -5 | -0.2 | 0.0
> C/C(=N\O)C1C(=O)c2ccccc2C1=O
    -3 | -6 | 1.3 | -0.6
> Nc1nc(-c2ccc(Cl)cc2)nn1C(=O)c1cccs1
    -6 | 4 | 1.3 | 1.4
> CC(C)(C)c1cc(SCc2c(C(=O)O)nnn2-c2nonc2N)cc(C(C)(C)C)c1O
    14 | 2 | -0.5 | -0.1
> N#C/C(C(=O)N1CCOCC1)=C(/S)Nc1ccccc1
    -5 | -10 | 2.0 | -0.2
> Cc1ccc(C(=O)COC(=O)c2ccccc2N2C(=O)C3CC=CCC3C2=O)cc1[N+](=O)[O-] (stereo not drawn)
    12 | -16 | -0.2 | 0.0
> CN1CCN(C(=O)CCc2ccc(S(=O)(=O)NC3CCCCC3)cc2)CC1
    0 | -8 | -0.3 | 0.0
> O=C(CCCCCNC(=O)c1ccccc1)N/N=C/c1ccccc1O
    10 | 13 | 9.6* | 0.2
> COc1ccc(Nc2nc(-c3ccccc3)c3cc(C)ccc3n2)cc1
    4 | 4 | 0.6 | -0.1
> C=CCOc1cc(Cl)c(CNC(C)(C)CO)cc1OC
    3 | 0 | -0.8 | -0.1
> CCOc1ccc(-c2nnn(CC(=O)NCc3ccc4c(c3)OCO4)n2)cc1OCC
    -4 | 11 | -0.6 | 0.2
> C=CCn1c(SC)nc2c1c(=O)n(C)c(=O)n2C
    3 | 8 | -0.2 | -0.1
> Nc1c(C(=O)Nc2ccc(Cl)cc2)sc2nc3c(cc12)CCCCC3
    0 | -6 | 0.0 | 0.0
> CCCCC1=C(O)c2ccccc2C(=O)C1=O
    -1 | 10 | 0.6 | -0.1
> CC1(C)CC(=O)C(C(=S)Nc2ccccc2)=C(NCc2ccccc2)C1
    4 | 9 | 0.0 | 0.1
> COc1cc(NC(=O)Nc2ccc(Br)cc2Cl)cc(OC)c1OC
    -2 | -7 | -0.8 | 0.6
> O=C(Cc1ccccc1)Nc1cnn(-c2cccc(C(=O)Nc3ccncc3)c2)c1
    3 | 2 | 0.1 | -0.1
> Cc1ccc(-n2[nH]c(C)c(C=Nc3cccc(N=Cc4c(C)[nH]n(-c5ccc(C)c(C)c5)c4=O)c3)c2=O)cc1C
    -14 | 4 | -0.4 | 0.0
> N#Cc1cc2c(N)c(C(=O)NCc3cccc(Cl)c3)sc2nc1N
    -16 | 11 | 1.0 | -0.3
> COc1ccccc1CC(=O)Nc1cc([N+](=O)[O-])ccc1OC
    -6 | 6 | 1.1 | -0.1
> O=C(NCCN1Cc2ccccc2OC(c2ccsc2)C1)c1cnsn1 (stereo not drawn)
    -4 | 13 | 1.2 | -0.3
> O=C(O)c1ccc(-c2ccncc2)s1
    13 | 13 | -0.1 | 0.5
> CC(=O)c1ccc(NC(=O)c2onc(C)c2Cl)cc1
    -23 | -5 | -1.3 | 0.1
> Clc1nc(Nc2ccc3c(c2)OCO3)c2ncn(-c3ccsc3)c2n1
    -49 | 9 | 0.5 | -0.1
> O=C(O)COc1ccc(NC(=O)/C=C/c2ccco2)cc1
    5 | 27 | 3.1 | 0.1
> NCCCC[C@@H]1NC(=O)[C@H]2CN(CCCc3ccccc3)CCN2C1=O
    15 | 18 | -2.2 | 0.6
> Cc1cc(C(=O)N2CCC(C(=O)NC(c3ccc(F)cc3)c3ncccc3C)CC2)no1 (stereo not drawn)
    5 | 18 | 0.3 | -0.4
> COC(=O)c1ccc(C=Nc2cc(C)ccc2O)cc1
    -15 | 9 | 0.8 | -0.1

Next structures:
The line under a structure holds: TEAD-YAP block | MITF primary | GPR151 activ | FBW7 act
> Cc1cc(OCCOCCN2CCCC2)ccc1C(C)C
    2 | 25 | 3.6 | -0.3
> CCN(CCCNC(=O)c1cc2c(=O)oc3ccccc3c2s1)c1ccccc1
    2 | 18 | -0.3 | -0.1
> COc1ccc(-c2cc3cc(OC)c(OC)cc3c(C)n2)cc1C
    0 | 13 | -0.6 | 0.2
> Cc1ccc(/C=N\NC(=O)c2c(C)nn3c4ccccc4n(C)c23)o1
    9 | -1 | 2.1 | -0.3
> Cc1ccccc1OCC(=O)Nc1cc(NC(=O)COc2ccccc2C)c(C)c(Sc2ccccc2)c1
    4 | -13 | -1.1 | 0.0
> COc1ccccc1NS(=O)(=O)c1c(C)cc(C)cc1C
    -6 | -1 | 2.0 | -0.1
> O=c1c2ccccc2nc2c3ccccc3c(N3CCCCC3)nn12
    1 | 14 | 0.3 | 0.0
> CC(C)Cc1nn2c(=O)cc(O)nc2s1
    7 | -16 | -1.7 | 0.0
> Cc1ccsc1CN1CCc2c(nc(N3CCCCC3)[nH]c2=O)C1
    11 | 7 | 1.9 | 1.1
> CCOC(=O)C1CCCCN1C(=O)CCc1c(C)nc2cc(-c3ccccc3)nn2c1C (stereo not drawn)
    22 | -9 | 4.4 | 0.0
> CCOC(=O)C(=NCCN(C)C)NNc1cc(Cl)ccc1Cl
    2 | 12 | 0.2 | 0.2
> CN(C)c1cccc(Nc2cc(C(=O)NCCc3ccc(O)cc3)ccn2)c1
    8 | 20 | -0.9 | 0.0
> COc1ccc(OC)c(CCNC(=O)Cn2cc3c(n2)CCCC3)c1
    -8 | 7 | 0.0 | 0.1
> COc1ccc(N2C(=O)CC(N(C)CCc3ccc(OC)c(OC)c3)C2=O)cc1 (stereo not drawn)
    3 | 4 | -0.7 | 0.0
> Cn1nnnc1SCC(=O)N(Cc1ccccc1)Cc1ccccc1
    5 | 18 | 0.6 | 0.9
> CCc1ccc(C(=O)COC(=O)CNC(=O)c2ccc(Br)o2)cc1
    -1 | -14 | 0.2 | 0.0
> CC(=O)NC(Nc1nnc(-c2ccc(C)cc2)s1)C(Cl)(Cl)Cl (stereo not drawn)
    49* | 8 | -0.6 | -0.1
> O=C(Cn1cc2ccccc2n1)N1CCCC(N2CCN(c3ccccc3)CC2)C1 (stereo not drawn)
    -2 | 0 | -0.1 | 0.0
> CCCC(=O)N1CCN(c2nnc(-c3ccc(C)cc3)c3ccccc23)CC1
    6 | 9 | -0.1 | 0.1
> CC(=O)NC(CC(C)C)c1nnc2n1CCN(Cc1ccc(F)c(F)c1)CC2 (stereo not drawn)
    4 | 0 | 1.6 | -0.1
> CC1CCN(S(=O)(=O)c2ccc(NC(=O)c3ccc([N+](=O)[O-])cc3)cc2)CC1
    6 | 0 | -0.3 | -0.2
> COc1ccc(C(=O)C2CCN(CC(=O)Nc3cccc(F)c3)CC2)cc1
    13 | 7 | 0.4 | -0.1
> O=C(NCCSc1ccccn1)c1ccccc1
    -59 | 7 | -0.2 | 0.0
> CC1CCCC(NC(=O)CSc2cc(=O)n(C)c3ccccc23)C1C (stereo not drawn)
    6 | 10 | 0.4 | 0.0
> O=C(CSc1ncc(-c2ccccc2)n1CC1CCCO1)Nc1nccs1 (stereo not drawn)
    8 | 7 | -0.2 | 0.0
> COc1c(OC(C)=O)ccc(/C=N/NC(=O)c2cc(C)[nH]n2)c1[N+](=O)[O-]
    -7 | 3 | -0.4 | 0.0
> CCCN(CCC)C(=O)C(C)n1c2ccccc2c2nc(=O)cc(C)n21 (stereo not drawn)
    -6 | 7 | 1.8 | -0.1
> CCCCC(c1nnnn1C(C)(C)C)N1CCN(c2ccccc2OC)CC1 (stereo not drawn)
    0 | 14 | -0.8 | 0.8
> Cc1cccc(NC(=O)NC(C)C(c2cccs2)N2CCOCC2)c1 (stereo not drawn)
    -7 | 13 | 1.4 | -0.1
> NS(=O)(=O)c1ccc(Nc2ccc3nonc3c2[N+](=O)[O-])cc1
    7 | 2 | 1.3 | 0.0

Five compounds from above, showing only MITF primary:
Compound	MITF primary
NCCCC[C@@H]1NC(=O)[C@H]2CN(CCCc3ccccc3)CCN2C1=O	18
Cc1cc(C(=O)N2CCC(C(=O)NC(c3ccc(F)cc3)c3ncccc3C)CC2)no1 (stereo not drawn)	18
COC(=O)c1ccc(C=Nc2cc(C)ccc2O)cc1	9
Cc1cc(OCCOCCN2CCCC2)ccc1C(C)C	25
CCN(CCCNC(=O)c1cc2c(=O)oc3ccccc3c2s1)c1ccccc1	18

(listing goes on)
The line under a structure holds: TEAD-YAP block | MITF primary | GPR151 activ | FBW7 act
> FC(F)(F)c1nnc2c3ccccc3nc(-c3ccccc3)n12
    3 | 9 | 1.5 | -0.1
> CO[C@H](C(=O)[C@@H](O)[C@@H](C)O)[C@@H]1Cc2cc3cc(O[C@H]4C[C@@H](O[C@H]5C[C@@H](O)[C@H](O)[C@@H](C)O5)[C@H](O)[C@@H](C)O4)c(C)c(O)c3c(O)c2C(=O)[C@H]1O[C@H]1C[C@@H](O[C@H]2C[C@@H](O[C@H]3C[C@](C)(O)[C@H](O)[C@@H](C)O3)[C@@H](O)[C@@H](C)O2)[C@H](O)[C@@H](C)O1
    92* | 36 | -2.2 | -0.3
> CCCOc1ncnc2c1sc1nc3c(cc12)COC(C)(C)C3
    -21 | -9 | -1.0 | -0.1
> O=[N+]([O-])c1cc(C=Nc2ccc(N3CCOCC3)cc2)c(O)c([N+](=O)[O-])c1
    3 | 75* | -0.5 | -1.5
> O=C1c2cccc3cccc(c23)C(=O)N1CCc1ccc(Cl)cc1Cl
    3 | 7 | 0.7 | 0.1
> O=C(CCS(=O)(=O)c1ccc(Br)cc1)Nc1nccs1
    11 | 11 | 1.6 | 0.0
> COc1ccc(CCn2c(SCC(=O)NCc3ccco3)nc3ccccc3c2=O)cc1OC
    2 | 6 | 1.7 | 0.0
> CC(C)OC(=O)CCC(=O)Nc1ccc(Cl)cc1Cl
    -6 | 11 | 0.4 | 0.1
> Cc1ccc(C(=O)Nc2ccc(Br)cc2C)o1
    -58 | 6 | 1.0 | -0.3
> CC(C)Cn1c(CN2CCCC(C)C2)nc2c1c(=O)n(C)c(=O)n2C (stereo not drawn)
    5 | 1 | -1.6 | 0.0
> CCOC(=O)c1oc2cc(O)c(CC)cc2c(=O)c1-c1ccc2c(c1)OCCCO2
    -10 | -3 | 0.0 | 0.1
> O=C1CCC/C(=N/NC(=O)C2CCN(S(=O)(=O)c3cccs3)CC2)C1
    6 | -5 | 1.0 | 0.1
> COCCCNc1nc2nonc2nc1N1CCCC1c1ccccn1 (stereo not drawn)
    1 | 1 | 1.7 | -0.1
> O=C(c1sc2ccccc2c1Cl)N1CCCC1
    9 | 1 | 2.0 | -0.2
> N#Cc1ccccc1S(=O)(=O)NCC(=O)OCCN1C(=O)c2ccccc2C1=O
    -7 | 23 | -0.3 | 0.3
> CS(=O)(=O)N(CC(=O)Nc1ccc(F)cc1F)c1cc(Cl)c(Cl)cc1Cl
    -13 | 4 | -0.6 | -0.1
> O=C(C(Cc1ccccc1)N1C(=O)C2C3C=CC(C3)C2C1=O)N1CCCCC1 (stereo not drawn)
    0 | -6 | 2.5 | -0.1
> CCOC(=O)C1=CN(Cc2ccc(OC)c(OC)c2)C=C(C(=O)OCC)C1c1ccc(Br)cc1
    -7 | -12 | 1.0 | 0.0
> CCNC(=O)N1CCN(C(=O)c2cc(N(C)C)nc(N(C)C)n2)CC1
    -7 | 9 | 0.6 | -0.1
> Cc1ccc(C)c(NC(=O)c2cc(S(=O)(=O)NC3CCCCC3C)ccc2F)c1 (stereo not drawn)
    5 | 13 | 3.0 | 0.1
> CCCCN(C)c1nnc(NC(=O)Nc2ccc(Cl)cc2)s1
    -11 | 5 | 7.5* | -0.2
> O=C(Nc1ccc2nc3n(c(=O)c2c1)CCCC3)c1ccc(Cl)c([N+](=O)[O-])c1
    -8 | -21 | 1.9 | -0.3
> Cc1ccccc1C(=O)NNC(=O)c1ccccc1[N+](=O)[O-]
    -18 | -2 | 2.1 | 0.3
> Cc1ccc(C(=O)NC(C)c2nnc(SCC(=O)NC3CCCC3)n2C)cc1 (stereo not drawn)
    5 | -17 | -0.7 | -0.1
> Cc1cc(C)nc(Nc2ccc(Cl)cc2)n1
    -28 | 10 | 0.4 | 0.0
> CC1=C(C(=O)OC(C)C)C(c2ccc(Br)cc2)n2ncnc2N1 (stereo not drawn)
    3 | -5 | -0.5 | -0.1
> Cc1ccc2c(c1)c1c3n2CCN(C)C3=NCC1
    8 | 18 | -0.6 | 0.0
> COc1ccc([N+](=O)[O-])cc1N=Cc1ccc(SC)cc1
    2 | 5 | 4.2 | -0.1
> CC(C)CC1NC(=O)N(CC(=O)Nc2cc(F)ccc2F)C1=O (stereo not drawn)
    3 | -7 | 0.7 | 0.0
> Cc1ccsc1C(=O)OC/C(O)=C(\C#N)c1nc2ccccc2[nH]1
    -1 | 14 | -1.9 | 0.0

Retrieved by compound from the list above:
The line under a structure holds: TEAD-YAP block | MITF primary | GPR151 activ | FBW7 act
> CCCOc1ncnc2c1sc1nc3c(cc12)COC(C)(C)C3
    -21 | -9 | -1.0 | -0.1
> CCCCN(C)c1nnc(NC(=O)Nc2ccc(Cl)cc2)s1
    -11 | 5 | 7.5* | -0.2

Assay outcomes as filed in PubChem BioAssay.
